MBD2 inh = MBD2-methylated oligo binding inhibition; TR-FRET, MBD2 binding to methylated oligonucleotide; inhibition, % at 4.4 µM; 370,000 compounds, 0.31% hits; AID 686964; in the data active = inhibition above about 13%
Target sequence (Q9UBB5 whole entry, looked up): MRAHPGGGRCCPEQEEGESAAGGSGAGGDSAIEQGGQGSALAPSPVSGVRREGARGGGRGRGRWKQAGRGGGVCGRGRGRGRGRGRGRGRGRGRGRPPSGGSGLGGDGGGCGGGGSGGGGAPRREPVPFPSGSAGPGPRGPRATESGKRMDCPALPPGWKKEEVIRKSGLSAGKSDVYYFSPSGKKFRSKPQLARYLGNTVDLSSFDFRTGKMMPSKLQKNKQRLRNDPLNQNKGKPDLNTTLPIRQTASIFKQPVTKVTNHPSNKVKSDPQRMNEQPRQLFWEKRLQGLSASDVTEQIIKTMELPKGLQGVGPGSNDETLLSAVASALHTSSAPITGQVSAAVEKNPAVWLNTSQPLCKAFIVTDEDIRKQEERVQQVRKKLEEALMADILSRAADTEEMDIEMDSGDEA
ADAM17 inh = inhibits human ADAM17. inhibition, % at 6.95 µM. P78536. 370,000 compounds, 0.83% hits. recombinant ADAM17, EDANS/DABCYL FRET peptide cleavage. AID 720648;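 active = inhibition above the mean of compounds lying between control limits plus 3 SD, set per campaign, cut at about 8.5% in these data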;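 note: 0% = DMSO-only wells as the low control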
Target sequence (P78536 215-824 limits assumed): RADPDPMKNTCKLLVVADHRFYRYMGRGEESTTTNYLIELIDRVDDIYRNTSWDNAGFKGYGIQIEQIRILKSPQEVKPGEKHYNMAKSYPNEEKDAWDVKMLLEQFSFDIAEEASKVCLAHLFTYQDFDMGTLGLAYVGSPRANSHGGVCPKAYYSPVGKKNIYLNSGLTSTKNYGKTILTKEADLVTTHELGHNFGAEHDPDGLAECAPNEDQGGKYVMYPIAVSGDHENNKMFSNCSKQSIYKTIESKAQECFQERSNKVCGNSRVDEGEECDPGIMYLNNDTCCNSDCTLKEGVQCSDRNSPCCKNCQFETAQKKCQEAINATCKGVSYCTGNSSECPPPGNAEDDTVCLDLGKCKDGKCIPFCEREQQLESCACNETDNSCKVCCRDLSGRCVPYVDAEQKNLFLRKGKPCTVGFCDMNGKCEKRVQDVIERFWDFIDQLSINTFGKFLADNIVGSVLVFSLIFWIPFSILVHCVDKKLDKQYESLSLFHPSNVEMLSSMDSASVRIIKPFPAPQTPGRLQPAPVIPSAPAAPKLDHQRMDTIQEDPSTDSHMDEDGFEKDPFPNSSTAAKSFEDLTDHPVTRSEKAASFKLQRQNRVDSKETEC
DAX1 inh-1 = inhibitors of DAX1 repression of SF-1 activated StAR promoter; HEK293T StAR-luciferase reporter, SF-1/DAX-1 repression relief; AID 652010; inhibition, % at 6.8 µM; 370,000 compounds, 1.1% hits;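 active = inhibition above the mean over all tested compounds plus 3 SD, cut at about 3.6% in these data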;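 note: 0% = DAX-1 cells with DMSO and 100% = cells lacking DAX-1 with DMSO; higher inhibition means more luminescence from relief of DAX-1 repression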
DAX1 inh-2 = NR0B1 (DAX1) inhibition; HEK293 Gal4-DAX1 luciferase reporter, luminescence; inhibition, % at 6.75 µM; 340,000 compounds, 0.99% hits; AID 504766;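 active = inhibition above the mean over all tested compounds plus 3 SD, cut at about 4.2% in these data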;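 note: 0% = DAX1-transfected cells with DMSO and 100% = empty-vector control cells with DMSO; inhibition shows as a rise in luminescence from relieved DAX1 repression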
PLCg1 inh = inhibitors of human phospholipase C gamma1; purified PLC-gamma1, fluorogenic substrate, fluorescence; inhibition, % at 12.2 µM; AID 720700; P19174; 370,000 compounds, 0.84% hits; in the data active = inhibition above about 9.5%
SMARCA2 act = increases SMARCA2 function in MMTV reporter cells. AID 652017. activation, % at 9.1 µM. MG213 cells, MMTV-luciferase reporter, dexamethasone, overnight. 370,000 compounds, 1% hits; in the data active = activation above about 7.8%;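 note: 0% = vehicle wells and 100% = reference activator wells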
Rev-erbA mod = modulates human Rev-erb alpha binding to DNA; P20393; Rev-erbα–FITC-DNA binding, fluorescence polarization, 90 min; activity, % at 10 µM; 370,000 compounds, 0.79% hits; AID 1259318;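 active = activity above about 14%, limit read from the data; passing the limit was not always enough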;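 note: 0% = DMSO wells with 35 nM protein and 100% = DMSO wells with 750 nM protein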
PLCb3 inh = blocks human PLC-beta3 enzyme activity; Purified PLC-beta3, fluorogenic substrate, fluorescence; inhibition, % at 12.2 µM; Q01970; AID 720704; 370,000 compounds, 0.18% hits; in the data active = inhibition above about 11%;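 note: 0% = median of compound wells on plate and 100% = full blocker control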
ssDAF-12 act = S. stercoralis DAF-12 activation, primary screen; HEK293 ssDAF-12/GRIP1 lit1-tk-luc reporter, luminescence; % of 3 µM dafachronic acid response; activation, % at 6.8 µM; 370,000 compounds, 1% hits; AID 652126;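 active = activation above the mean over all tested compounds plus 3 SD, cut at about 0.9% in these data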;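 note: 0% = DMSO-only wells and 100% = 3 µM delta7-dafachronic acid wells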
hgDAF-12 ag = hgDAF-12 agonism, primary luciferase screen; 370,000 compounds, 1.8% hits; activation, % at 6.8 µM; HEK293 GAL4-hgDAF12 UAS-luciferase reporter, agonist luminescence; normalized to butyrate control;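 active = activation above a cutoff set at the mean of all screened compounds plus 3 SD, cut at about 10% in these data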;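 note: 0% = DMSO wells and 100% = sodium butyrate wells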
hcDAF-12 act = H. contortus DAF-12 activation, primary screen; HEK293 hcDAF-12 lit1-tk-luc reporter, luminescence; 0% DMSO, 100% Δ7-dafachronic acid; activation, % at 6.8 µM; 370,000 compounds, 1.4% hits;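 active = activation above the mean of all tested compounds plus 3 SD, cut at about 5.5% in these data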;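 note: 100% = response to 3 µM Δ7-dafachronic acid high control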
* hit, by the source's call; i = inactive; · = not tested or not shown.

Each structure is followed by: MBD2 inh	ADAM17 inh	DAX1 inh-1	DAX1 inh-2	PLCg1 inh	SMARCA2 act	Rev-erbA mod	PLCb3 inh	ssDAF-12 act	hgDAF-12 ag	hcDAF-12 act
Cc1ccc(N2CC(C(=O)NCCN3CCOCC3)CC2=O)cc1C (stereo not given)
→ 1	-2	-0.3	0.8	-2	3	2	-5	-1.0	0.1	-1.2
Cc1ccccc1C(C(=O)NC1CCCCC1)N(C(=O)c1ccccn1)c1cccnc1 (stereo not given)
→ 0	-6	0.0	-1.2	1	-4	3	-7	-0.4	0.6	3.5
CC(C)(C)c1ccc(NS(=O)(=O)c2ccc(N)cc2)cc1
→ 0	2	-0.2	0.1	-1	0	-3	-3	-1.2	-2.6	-1.6
CCOc1ccccc1C(=O)Nc1nnc(SCC(=O)Nc2cc(C)on2)s1
→ -2	-3	0.7	-0.1	1	-2	-3	-2	-1.8	-0.7	-0.9
Cc1ccc(C(=O)N=c2sccn2C)cc1S(=O)(=O)N1CCOCC1
→ 2	-1	3.7*	-0.4	-16	3	0	-19	-0.3	5.6	1.3
CC1CCC2(CC1)CCN(CCCOC(=O)Nc1ccc3c(c1)OCO3)C2=O (stereo not given)
→ 2	1	-1.4	·	0	-2	2	4	-1.4	0.5	-1.1
Cc1nnsc1C(=O)NC1CCCc2c1cnn2-c1ccc(F)cc1F (stereo not given)
→ -3	-4	-8.6	-2.3	2	-5	-9	-41	-1.9	-9.1	-4.3
CC(CNC(=O)COC(=O)c1ccco1)c1ccccc1 (stereo not given)
→ 1	-1	0.6	0.6	-1	5	-1	-9	-0.9	1.3	0.0
COc1ccc(N2CCN(C(c3cccs3)C(C)NS(C)(=O)=O)CC2)cc1 (stereo not given)
→ 0	-6	-0.7	-1.9	-3	-1	0	2	-1.5	-1.6	-1.3
COC(=O)CN(c1nc(C)cc(OC)n1)S(=O)(=O)c1ccc(C)cc1
→ 2	-2	-0.3	0.3	2	0	0	-1	-1.1	-0.8	-1.5
O=[N+]([O-])c1cc(C(F)(F)F)ccc1NCCc1c[nH]c2ccc(O)cc12
→ -3	13*	-0.9	-1.2	3	-3	-4	0	-2.4	-2.0	0.2
COc1ccc(CN2CCN(S(=O)(=O)c3ccccc3)CC2)cc1Br
→ 3	1	0.2	0.3	2	1	-2	5	1.4*	-2.1	-2.9
CCN(CC(=O)Nc1c(F)cccc1F)C(=O)CCc1nc2ccccc2c(=O)[nH]1
→ -2	0	2.3	-0.1	-2	-2	-2	-14	-0.5	-0.9	-0.6
Cc1ccc(C(=O)c2c3ccc(C(F)(F)F)cc3[n+]([O-])n2CCCN)cc1
→ 1	-3	-0.5	0.9	-3	2	2	-6	-0.2	3.0	3.9
Nc1cc(=O)[nH]c(SCc2nc3ccccc3n2Cc2ccccc2)n1
→ 0	-3	0.5	0.1	-3	-1	3	-1	-1.6	-0.3	-1.2
Cc1nc2ncnn2c(C)c1CCC(=O)N1CCN(c2ccccn2)CC1
→ 0	-5	0.4	0.1	-2	0	-6	-5	-2.2	-0.5	-1.8
Cc1nn(CC#N)c(=O)n1-c1ccc(F)cc1
→ -2	-3	0.6	-0.7	2	-1	-5	2	-1.5	0.6	-2.1
COC(=O)/C=C1/SC(=NC(=O)c2ccc(F)cc2)NC1=O
→ -1	0	0.0	·	2	7	-7	-4	-1.0	-0.6	0.0
COc1ccc(S(=O)(=O)N2CCCCCC2)cc1C(=O)OCC(=O)NC1CCS(=O)(=O)C1 (stereo not given)
→ -5	-3	-0.3	-0.4	-2	1	2	-2	-1.5	-1.8	-1.2
c1ccc(-c2nnc(SCc3nnc(-c4cccs4)o3)o2)cc1
→ -2	-5	-0.2	0.5	-2	1	3	-2	-1.2	-0.2	-1.4
CCc1ccc(OCC(=O)Nc2ccc(-c3cc4ccccc4oc3=O)c(OC)c2)cc1
→ -1	-15	0.2	-2.1	-38	6	0	-51	0.4	-0.2	1.8
Cc1ccc(OCC(=O)Nc2cccc(S(=O)(=O)N3CCOCC3)c2)c([N+](=O)[O-])n1
→ -2	4	-0.3	-0.8	3	3	0	6	-1.5	-3.7	-1.7
CC(=O)Nc1ccc(S(=O)(=O)NCc2cn3c(C)csc3n2)cc1
→ 5	-5	0.6	0.4	0	-1	-4	1	-1.2	2.0	-0.8
Cc1cc(C)cc(NC(=O)C2CCCN(S(=O)(=O)c3ccc4[nH]c(=O)ccc4c3)C2)c1 (stereo not given)
→ 3	-3	0.8	1.0	1	-1	6	1	-1.4	2.8	-0.6
CC(C)CN(C(=O)COC(=O)c1ccc(Br)o1)c1c(N)n(Cc2ccccc2)c(=O)[nH]c1=O
→ 0	-6	-1.3	-0.5	-2	-2	-4	-8	-1.3	-3.0	0.0
COc1ccc(C(=O)NNC(=O)c2cccc(F)c2)cc1
→ 1	-1	0.8	0.2	4	-1	2	-5	-0.5	-1.0	0.4
COc1ccc(N2CCN(C(=O)CNC(=O)c3nn(-c4ccc(OC)cc4)c(=O)c4ccccc34)CC2)cc1
→ -6	1	-0.9	-1.8	-24	-1	0	-42	-1.5	-2.7	-2.8
O=[N+]([O-])c1ccc(CN2CCN(c3nc4ccccc4s3)CC2)cc1
→ 5	-8	0.0	1.7	-1	0	4	-5	-1.0	0.0	-0.7
OCCC1CN(Cc2cccn2-c2nccs2)CCN1Cc1ccccc1 (stereo not given)
→ -1	-2	0.8	1.1	1	3	0	-8	-0.5	1.0	5.4
O=C(NCc1ccccc1F)C1CCN(C(=O)NCc2ccccc2)CC1
→ 1	-4	-0.9	1.5	-2	-4	-1	0	-1.4	1.7	-0.4
Cc1ccc([C@@H]2CC=C(C(=O)O)[C@H](c3ccc(Br)cc3)N2S(=O)(=O)c2ccc(C)cc2)cc1
→ -4	1	-1.7	0.6	1	-1	-2	-3	-0.5	-1.4	1.9
COc1ccc(NS(=O)(=O)c2ccc(SC)cc2)c(OC)c1
→ 17*	-5	-2.5	0.3	7	-3	1	-2	-0.8	3.3	-2.2
COc1ccc(C(=O)NNC(=O)c2cc(C)[nH]n2)cc1
→ 0	-5	-0.6	0.6	-2	-3	3	-8	-1.9	1.1	-0.8
S=C(NCCc1ccccc1)Nc1ccc(Cl)cc1Cl
→ 1	2	-0.8	1.5	1	-3	7	0	-1.3	1.6	-0.6
O=C(NC(Cc1ccccc1)C(=O)O)/C(=C/c1ccc([N+](=O)[O-])cc1)NC(=O)c1ccccc1Br (stereo not given)
→ 3	-1	-0.4	0.1	-3	1	-5	1	-1.1	0.6	0.3
CCOC(=O)c1cc2c(ccc3ccccc32)oc1=O
→ -5	i	-0.3	1.7	i	2	-4	i	-0.7	1.6	-0.4
COc1cc(OC)c(NC(=O)c2ccoc2C)cc1Cl
→ 3	-7	-0.8	-0.9	1	-3	2	0	-0.8	-0.3	3.0
COc1cc2nc(CSc3nc(-c4ccc(F)cc4)cs3)[nH]c(=O)c2cc1OC
→ 3	-1	-0.9	-1.7	-21	-1	11	-19	-1.7	-2.5	-0.7
COc1ccccc1CNC(=O)CSc1ccc(-c2cccc([N+](=O)[O-])c2)nn1
→ -3	-3	-0.5	0.2	2	6	0	-2	-1.2	-4.5	-0.6
CCOC(=O)N1CCN(C(=O)CSc2nnc(Cc3cccn3C)n2CCc2ccccc2)CC1
→ 2	-4	-0.8	0.7	-12	-4	-2	-27	-1.1	0.3	0.3
Cc1snc(SCC(=O)c2ccc(F)cc2)c1C#N
→ 2	-3	0.8	1.4	-4	0	0	-5	0.1	4.7	-0.5
O=C(Nc1c(F)cccc1F)C1CCN(C(=O)c2cccs2)CC1
→ 4	-4	0.5	-2.1	4	0	0	-6	-1.5	-1.4	-1.4
Cn1cccc1/C=N/NC(=O)c1sc2cc(Cl)ccc2c1Cl
→ 3	1	0.4	·	-4	0	-3	-5	-1.1	1.0	2.9
CCC(=O)N(c1nnc(SCC(=O)c2ccc[nH]2)s1)C1CC1
→ 1	-3	0.7	0.8	-5	-3	3	-2	-0.7	2.8	0.7
CC(=O)c1c(C)[nH]c(C(=O)CN2C(=O)NC(CCc3ccccc3)C2=O)c1C (stereo not given)
→ 0	-2	-0.4	0.1	-2	-2	1	-14	-0.7	-1.5	-1.4
Cc1ccc(S(=O)(=O)Nc2c(C)n(C)n(-c3ccccc3)c2=O)c(C)c1
→ 3	-2	-0.1	-1.1	0	2	-4	-3	0.1	0.8	0.5
CCCCN(C(=O)c1ccc(N2CCCC2=O)cc1)c1c(N)n(CCC)c(=O)[nH]c1=O
→ -3	0	-0.7	0.1	3	3	-1	-4	-1.5	2.5	-1.0
COc1ccc(CNC(=O)C2CCN(S(=O)(=O)c3ccc(-c4nn[nH]n4)cc3)CC2)cc1
→ -4	-2	-0.5	-1.0	0	-1	-4	2	-0.7	3.2	-2.0
CCOC(=O)c1ccc(NC(=O)c2cc(C)nc3ccccc23)cc1
→ 8	-3	-0.6	0.1	-2	-4	11	-9	-1.2	-1.6	-1.5
O=C(C#Cc1ccccc1)c1ccco1
→ -3	5	-2.0	-1.6	4	-10	-10	2	-1.6	1.3	-1.8
CC(=O)C1CCN(Cc2ccccc2)CC1
→ 0	-6	-0.1	1.6	-4	0	1	-3	-1.1	-0.3	-0.5
CC(=O)Nc1cccc(C(=O)OCC(=O)NC(=O)NC2CCCC2)c1
→ 0	-6	-1.1	0.7	4	0	2	-3	-1.1	-0.6	-0.6
CCOC(=O)c1ccccc1NC(=O)COC(=O)C(CC(C)C)NC(N)=O (stereo not given)
→ 1	1	-0.5	-0.4	1	0	3	1	-1.7	-2.5	-0.7
COc1ccc(NC(=O)c2ccccc2NC(=O)CSc2ccc(C)cc2)cc1
→ 2	-4	0.8	0.7	4	1	7	1	-0.6	3.3	5.9*
CCOc1ccc(N(CC(=O)NC2CCCC2)C(=O)CCC(=O)Nc2nc(C)cs2)cc1
→ 1	-1	-0.5	1.8	1	0	6	-3	-1.0	-2.6	0.4
CC(C)C(OC(=O)c1cc2c(s1)CCCCC2)C(=O)NC(N)=O (stereo not given)
→ 3	-1	0.3	0.7	18*	1	-1	3	-0.9	-2.1	5.8*
CCSc1nnc(NC(=O)CSc2nncc(=O)n2N)s1
→ 0	-2	-0.1	0.0	0	1	1	-4	-1.6	1.2	1.0
O=C(CN1CCN(C(=O)c2ccco2)CC1)Nc1ccc(Br)cc1
→ 3	-4	0.1	1.2	-4	-1	-4	-8	-0.4	-1.4	-1.7
COC(=O)c1ccc(/C=N/OCC(=O)NCCc2ccc(OC)c(OC)c2)cc1
→ -2	-2	-0.1	0.9	0	-2	5	-5	-1.6	-2.9	-1.8
O=C(CCCc1nc(-c2ccc(Cl)cc2)no1)NC1CCCCC1
→ -5	-3	-0.3	-1.1	1	-1	-1	-2	-1.0	-0.9	-0.9
CC1N=C(SCC(=O)c2ccc(F)cc2)N2C(C)N=C(SCC(=O)c3ccc(F)cc3)N12 (stereo not given)
→ -3	-5	-0.3	2.1	-27	0	3	-44	-0.6	0.0	2.8
O=C(O)c1cccc(NC(=S)N/N=C/c2c[nH]c3ccccc23)c1
→ 2	-9	0.6	-4.5	-19	6	5	-20	0.8	6.4	6.0*

From PubChem BioAssay
